NCI-60 one-dose screen, 48 h, at 10 µM unless noted. Numbers give growth in % (100 = growth as untreated, 0 = no growth, -100 = all killed).
HL-60(TB): HL-60(TB) leukemia cells; 9% of 78,000 active; AID 1794776; active = growth percent below 10
* = called active by the depositor; & = joins results of further samples. Not all compounds are listed (hit frequency here may not be typical).

SMILES | HL-60(TB)
C[C@H](Nc1nc(N)nc(N)n1)c1nc2cccc(NCc3ccc(C(=O)NO)cc3)c2c(=O)n1-c1ccccc1 | 104.5
COC(=O)C1=C/C(=C/Nc2ccccc2)C2=C1C(=O)C1C(O)=CC(C)=CC1O2 (stereo unspecified) | 92.0
C1OC1CO[C@H]1CO[C@H]2[C@@H]1OC[C@H]2OCC1CO1 (stereo partly specified) | 113.3
COc1ccc(-c2cc(-c3ccccc3)[nH]c(=O)c2C#N)cc1 | 79.7
COc1cc(-c2ccc3cc(OC)c(OC)c(OC)c3c2)cc(OC)c1OC | 67.4
COc1ccc(C(C#N)CC(=O)c2ccc(OC)c(OCc3ccccc3)c2)cc1OC (stereo unspecified) | 64.0
COc1ccc(C(=O)N/N=C/c2ccc(F)c(Br)c2)cc1 | 99.0
CCCCCCCCNC(c1ccccc1)C(O)c1ccccc1 (stereo unspecified) | 69.7
Cc1ccc(CSCc2ccc(C(=O)NC3CC3)o2)cc1 | 59.5
CCCCCc1ccc(C2=C(Br)C(=O)c3nc(C)ccc3C2=O)cc1 | 88.6
O=C(Nc1ccc(NC(=O)c2ccccc2)cc1)c1ccccc1 | 101.3
Cc1ccc(-n2ncc3c(=O)n(-c4cccc(C)c4)c(=O)[nH]c32)cc1 | 102.1
O=C(Nc1ccccc1Cl)c1c[nH]c(=O)c(-c2ccc(N3CCCOC4(CC4)C3)cc2)c1 | 28.3
COc1ccc(NC(=O)c2ccc(NC3=C(c4ccc(OC)cc4)C(=O)N(C)C3=O)cc2)cc1 | 63.0
COc1ccc(CN2CCc3c(Sc4ccccc4)nc(N)nc3C2=O)c(OC)c1 | 14.3
COc1cccc(/C=C/[N+](=O)[O-])c1 | 17.4
N#Cc1ncc(-c2ccc(C(F)(F)F)cc2)c(NCCCC(F)(F)C(F)(F)C(F)(F)C(F)(F)C(F)(F)C(F)(F)C(F)(F)C(F)(F)F)n1 | 106.2
Cc1[nH]ccc2cc3nc4ccccc4c3cc12 | 16.4
O=C1NC(=S)S/C1=C/c1cn(-c2ccccc2)nc1-c1ccc(Cl)cc1 | 80.3
CCOC(=O)/C=C(C)/C=C/c1ccccc1 | 105.9
COc1ccc2[nH]cc(-c3nn4cc(-c5ccncc5)nc4s3)c2c1 | 54.9
CCN(CC)CCNc1nc(NN2C(=O)c3cccc4cccc(c34)C2=O)nc(N2CCOCC2)n1 | 103.2
O=C(CCc1ccc(O)cc1)N/N=C/c1ccc2c(c1)OCO2 | 99.2
COc1ccc(C=Nc2ccccc2O)cc1 | 81.6

6 compounds out of the list, sorted by formula weight, largest number first:
SMILES | HL-60(TB)
CCN(CC)CCNc1nc(NN2C(=O)c3cccc4cccc(c34)C2=O)nc(N2CCOCC2)n1 | 103.2
COc1ccc(NC(=O)c2ccc(NC3=C(c4ccc(OC)cc4)C(=O)N(C)C3=O)cc2)cc1 | 63.0
COc1ccc2[nH]cc(-c3nn4cc(-c5ccncc5)nc4s3)c2c1 | 54.9
Cc1ccc(CSCc2ccc(C(=O)NC3CC3)o2)cc1 | 59.5
C1OC1CO[C@H]1CO[C@H]2[C@@H]1OC[C@H]2OCC1CO1 (stereo partly specified) | 113.3
Cc1[nH]ccc2cc3nc4ccccc4c3cc12 | 16.4

(further entries)
SMILES | HL-60(TB)
NNC(=O)C1CC(O)Cc2cc(Cl)ccc2N1 (stereo unspecified) | 111.5
NC(=S)N/N=C(\c1ccc(Br)cc1)C1CC1 | 64.8&65.6
C=C(C)[C@@H]1CC[C@]2(C)[C@H](CC=C3[C@@H]4[C@@H](C)[C@H](C)CC[C@]4(C=O)CC[C@]32C)[C@@]1(C)CCCN | 41.1
Cc1c([N+](=O)[O-])cc(C(=O)Cl)cc1[N+](=O)[O-] | 83.0
O=C(Cn1cc(CN2C(=O)c3ccccc3S2(=O)=O)nn1)N1CCN(c2ccccc2)CC1 | 111.9
COc1nc2c(c(=O)n1C)CN(c1ccccc1)C(C)=N2 | 118.1
C=CCn1c(-c2cc3ccc2CCc2ccc(cc2)CC3)n[nH]c1=S | 99.2
O=S(=O)(O)c1ccccc1N=Nc1c(S(=O)(=O)O)cc2cc(S(=O)(=O)O)c(N=Nc3ccccc3S(=O)(=O)O)c(O)c2c1O | 121.6
Cc1ccc(-c2csc(NC(=O)c3cc(-c4ccc(Br)cc4)nc4ccccc34)n2)cc1 | 101.9
CC(=O)COc1ccccc1NC(C)=O | 97.3
O=S(=O)(CCS(=O)(=O)c1ccccc1)c1ccccc1 | 115.2
CCOC(=O)c1ccc(NC(=O)Cn2cnc3c(N(CC)CC)ncnc32)cc1 | 98.0
Nc1nc2c(c(=O)[nH]1)C1(C(=O)Nc3ccccc31)c1c(nc(N)[nH]c1=O)N2 | 107.5
c1ccc2cc(C[n+]3ccn(CCCCCCCCCCCCn4cc[n+](Cc5ccc6ccccc6c5)c4)c3)ccc2c1 | -69.5*
O=C(Nc1cnc2ccccc2c1)c1ccncc1 | 117.4
N#CC(Cc1ccccc1)c1cc2ccccc2[nH]1 (stereo unspecified) | 96.8
CC1CCCCC[N+]12CCCC2 (stereo unspecified) | 102.1
Nc1ccn(C2C=CC(CO)O2)c(=O)n1 (stereo unspecified) | 49.0
COc1ccc(/C=c2\sc3n(c2=O)C2C(NN=3)N(C)C(=O)N2C)cc1 (stereo unspecified) | -47.5*
CN1C(=O)/C(=C/c2ccccc2)S/C1=N/c1nccs1 | 94.2
COc1cc2cc(Oc3ccc(NC(=O)c4cccc(C(F)(F)F)c4)cc3)c(C)nc2cc1OCCN(C)C | 97.2
CC(=O)c1cc2c(N)c(C(=O)Nc3ccccn3)sc2nc1C | 83.3
COc1ccc(-c2cnnc3c(-c4cccc(C(F)(F)F)c4)cnn23)cc1 | 60.2
Cc1ccc2c(c1)=N/C(=N/c1[nH]c(O)c3ccccc13)N=2 | 59.9
COc1ccc(C(=O)/C=C/c2ccccc2)cc1S(=O)(=O)Nc1c(N)nc(SC)[nH]c1=O | 64.9
CN(Cc1cnc2nc(N)nc(N)c2n1)c1ccc(C(=O)N[C@@H](CCc2nn[nH]n2)C(=O)O)cc1 | 33.8
CCOc1cccc2sc(N(Cc3cccnc3)C(=O)C3CCCCC3)nc12 | 98.8
CCc1cccc(C)c1NC(=O)c1sc2nc3c(cc2c1N)CCCCC3 | -10.5*
CCCCCCCCCCCCCC(=O)OCCOC(=O)CCCCCCCCCCCCC | 101.2
C=CCn1c(SCC(=O)Nc2ccc(Cl)cc2)nnc1-c1cc(-c2ccc(S(C)(=O)=O)cc2)nc2ccccc12 | 38.7
Cc1cc2ncc(-c3cc4ccccc4c(N4CCN(C)CC4)n3)nc2cc1C | -31.9*
CC(C)c1nc2ccccc2n1CC(=O)N/N=C/c1ccc(O)cc1 | 93.0
Cc1ccc(C(=O)C(Br)C(Br)c2ccccc2)cc1 (stereo unspecified) | 45.1
O=S(=O)(NCCCNc1nccc(-c2[nH]c(-c3ccccc3)nc2-c2ccc(F)c(O)c2)n1)c1ccc(Cl)cc1 | 114.3
COC(=O)[C@@H](NC(=O)Cn1cc(CNC(=O)OC(C)(C)C)nn1)C(C)C | 112.7
Nc1nc(N)nc(Cc2nc3ccccc3s2)n1 | 166.7
CC(C)c1nn(-c2ccccc2)c(N2CCCCC2)c1/C=N/NC(N)=S | 98.4
COc1ccc(CCNC(=O)/C(=C\c2ccc3c(c2)OCO3)NC(=O)c2ccccc2)cc1OC | 98.1
COc1ccccc1-c1cn2cc(Cl)sc2n1 | 63.3
Cc1ccc(S(=O)(=O)NCCCCCC(=O)O)cc1 | 93.4
O=C1c2cccc3c(-c4ccc5ncn(C6CCCCC6)c5c4)ccc(c23)C(=O)N1CCN1CCOCC1 | 46.4
Clc1ccc(C(Cn2ccnc2)OCc2ccsc2Cl)c(Cl)c1 (stereo unspecified) | 6.1*
CS(=O)CC(=N\O)/C(CS(C)=O)=N\O (stereo unspecified) | 100.5
CCCc1ncccc1O | 92.3
c1ccc(-c2[nH]c3ccccc3c2-c2ccccc2)cc1 | 78.7
CCC(C)Nc1ccc(N)cc1 (stereo unspecified) | -9.3*
C=C(C)[C@@H]1CC[C@]2(C(=O)O)CC[C@]3(C)[C@H](CC[C@@H]4[C@@]5(C)CC[C@H](OC(=O)C(Cl)Cl)C(C)(C)[C@@H]5CC[C@]43C)[C@@H]12 | 37.0
Nc1ccc2c(c1)-c1ccc(F)cc1C2=O | 109.8
COc1ccc(-c2ccn(CCC(=O)N3CC(C)OC(C)C3)n2)cc1OC1CCCC1 (stereo unspecified) | 105.2
COc1ccc2c(C3(c4c[nH]c5cc(OC)ccc45)C(=O)Nc4ccc(F)cc43)c[nH]c2c1 | 50.0
CCS(=O)(=O)OCCO[C@H]1Cc2cc3ccc(=O)oc3cc2OC1(C)C | 105.9
C[CH2][Pb]([CH2]C)([CH2]C)[O]C(=O)COc1ccccc1 | -48.1*
Cc1cccc2c(Cn3cc(Cn4cnc5c4c(=O)n(C)c(=O)n5C)nn3)cc(=O)[nH]c12 | 106.1
CCn1cc(C(=O)NN=C2CCCCC2)c(=O)c2ccc(C)nc21 | 100.8
COc1nc(Nc2ccc(C(C)C)cc2)nc(OC)n1 | 65.6
Cc1ccc(/C=C/C2=NN(c3ccc(S(N)(=O)=O)cc3)C(c3ccc(C)s3)C2)s1 (stereo unspecified) | 100.7
CCOC(=O)C(=O)NC1CC=CCC1c1ccc2c(c1)OCO2 (stereo unspecified) | 94.8
CC(=O)Nc1ccc(/C=C2\SC(=S)N(C=C(C#N)C#N)C2=O)cc1 | 96.4
Nc1nc(C(=O)O)c(N)c(=O)[nH]1 | 93.8
N#CC1=C(N)Oc2c(ccc3ccccc23)C1c1c[nH]c2ccccc12 (stereo unspecified) | 99.1

New compounds follow:
SMILES | HL-60(TB)
OCCSc1ncnc2nc[nH]c12 | 94.8
CC(=O)NC(C)(C)C1(C)CCC(=O)N1 (stereo unspecified) | 98.6
Brc1ccc(/C=C(/C2=NCCN2)n2cnc3ccccc32)cc1 | 76.1
COc1ccc2nc3c(cc2c1)CSc1nnc(-c2ccc[nH]c2=S)n1N3 | 102.0
COc1ccc(C2CC(c3ccc4c(c3)OCO4)=Nc3c(N)nc(N)nc3N2)cc1 (stereo unspecified) | 92.4
CC(O)CSP(=S)(Oc1ccccc1)Oc1ccccc1 (stereo unspecified) | 89.8
CCOP(=O)(OCC)c1nc(-c2ccccc2)oc1NCc1ccc(F)cc1 | 92.9
CCCN1CCC(=O)NC1=S | 111.1&95.4
O=C(CCCCC[P+](c1ccccc1)(c1ccccc1)c1ccccc1)NC(COC(=O)C(Cl)Cl)(COC(=O)C(Cl)Cl)COC(=O)C(Cl)Cl | 95.5
CCOC(=O)/C(C#N)=C/c1cccc2ccc3ccccc3c12 | 91.3
Cc1cc(C(=O)c2ccccc2)cc(C)c1O | 31.3
CCOC(=O)c1ccc(-n2nc(C(=O)NCCC(=O)O)nc2-c2ccccc2)cc1 | 104.3
O=C(CSc1nnc(-c2ccc(Cl)cc2)n1-c1ccccc1)Nc1ccccc1F | 65.3
Cc1ccc(S(=O)(=O)N/N=C2/CCc3ccccc32)cc1 | 85.0
O=C1c2ccccc2CCCC1Br (stereo unspecified) | 96.8
C1=Cc2ccccc2N(c2nnc(-c3ccc4ccccc4c3)o2)c2ccccc21 | 94.1
O=C(C[n+]1cc(Br)cc(Br)c1)c1ccc2c(c1)CCCC2 | 77.2
CCCCNC(=O)Oc1ccc(/C(=C(/CC)Cc2ccccc2)c2ccc(OCCN3CCCCCC3)cc2)cc1 | -12.8*
CNC(=O)CCN1CCN(CC/C=C2\c3ccccc3Sc3ccc(Cl)cc32)CC1 | 50.2
O=C(NCCN1CCOCC1)c1cncnc1Nc1ccc2c(ccn2Cc2ccccn2)c1 | 99.7
O=C(CCl)NC(C(=O)O)c1ccccc1 (stereo unspecified) | 100.4
C=C(Br)C(C)N (stereo unspecified) | 93.0
Cc1nc2sc(C(=O)Nc3ccc(Br)cc3)c(N)c2cc1C(=O)c1ccc(C(F)(F)F)cc1 | 77.4
CN(C)c1ccc(/C=C2\c3ccccc3-c3ccc(N=Cc4ccccc4)cc32)cc1 | 93.0
ClC(Cl)(Cl)c1nc(Nc2nc3ccccc3s2)nc(-c2ccccc2)n1 | 116.5
C#CCSc1nnc(-c2c(C)nc3ccc(Cl)cn23)o1 | 108.9
C=C(C)[C@@H]1CC[C@]2(C(=O)NC3CCCCC3)CC[C@]3(C)[C@H](CC[C@@H]4[C@@]5(C)CCC(=O)C(C)(C)[C@@H]5CC[C@]43C)[C@@H]12 | 76.6
N#CC1C(=O)NN=C(N)C12CCCC2 (stereo unspecified) | 110.7
Cc1[nH]n(-c2ccccc2)c(=O)c1C1CCC(=O)N1 (stereo unspecified) | 96.0
CC(=O)Oc1ccccc1O | 78.8
COc1ccc(/C=C2/CCc3cc4ccc(OC)cc4[o+]c32)c(O)c1 | 60.8
CN1CCCC(NC(c2ccccc2)c2ccccc2)C1 (stereo unspecified) | 103.8
CCOc1cccc(-c2ccccc2)c1 | 108.8
C=C(C)[C@@H]1CC[C@]2(C(=O)NCCCCNCCCN)CC[C@]3(C)[C@H](CC[C@@H]4[C@@]5(C)CCC(=O)C(C)(C)[C@@H]5CC[C@]43C)[C@@H]12 | 99.9
O=C(Nc1nc2c(s1)CCc1c-2c(Br)n(Cc2ccccc2)c1-c1ccccc1)c1ccccc1 | 83.5
COC(=O)CCCCCN=Cc1c(O)c(O)c(C(C)C)c2cc(C)c(-c3c(C)cc4c(C(C)C)c(O)c(O)c(C=NCCCCCC(=O)OC)c4c3O)c(O)c12 | 15.4
Nc1cccc(N=Nc2c(S(=O)(=O)O)cc3cc(NC(=O)Nc4ccc5c(O)c(N=Nc6cccc(N)c6)c(S(=O)(=O)O)cc5c4)ccc3c2O)c1 | 98.5
C=C[C@H]1C[C@@H]2C[C@@H]3[C@H]4C/C=C\C(=O)NCCCC5NC(=O)C(=C(O)/C=C/[C@@H]4CC(=O)[C@H]3[C@@H]2[C@H]1C)C5=O (stereo partly specified) | -76.5*

Structural class, the entries above with a CF3 group (4)
SMILES | HL-60(TB)
N#Cc1ncc(-c2ccc(C(F)(F)F)cc2)c(NCCCC(F)(F)C(F)(F)C(F)(F)C(F)(F)C(F)(F)C(F)(F)C(F)(F)C(F)(F)F)n1 | 106.2
COc1cc2cc(Oc3ccc(NC(=O)c4cccc(C(F)(F)F)c4)cc3)c(C)nc2cc1OCCN(C)C | 97.2
COc1ccc(-c2cnnc3c(-c4cccc(C(F)(F)F)c4)cnn23)cc1 | 60.2
Cc1nc2sc(C(=O)Nc3ccc(Br)cc3)c(N)c2cc1C(=O)c1ccc(C(F)(F)F)cc1 | 77.4
